APOBEC3G inh: inhibitors of human APOBEC3G DNA deaminase. Q9HC16. recombinant A3G, ssDNA deamination FAM/TAMRA fluorescence. inhibition, % at 20 µM. hit rate 0.28% among 330,000;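 active = inhibition of at least 40% at 20 µM, with no more than 30% in the related APOBEC3A deaminase screen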;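 note: plate controls were DMSO wells with A3G for no effect and wells lacking A3G enzyme for full effect; some compounds called inactive have numbers as strong as hits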
Target sequence (Q9HC16 whole entry, looked up): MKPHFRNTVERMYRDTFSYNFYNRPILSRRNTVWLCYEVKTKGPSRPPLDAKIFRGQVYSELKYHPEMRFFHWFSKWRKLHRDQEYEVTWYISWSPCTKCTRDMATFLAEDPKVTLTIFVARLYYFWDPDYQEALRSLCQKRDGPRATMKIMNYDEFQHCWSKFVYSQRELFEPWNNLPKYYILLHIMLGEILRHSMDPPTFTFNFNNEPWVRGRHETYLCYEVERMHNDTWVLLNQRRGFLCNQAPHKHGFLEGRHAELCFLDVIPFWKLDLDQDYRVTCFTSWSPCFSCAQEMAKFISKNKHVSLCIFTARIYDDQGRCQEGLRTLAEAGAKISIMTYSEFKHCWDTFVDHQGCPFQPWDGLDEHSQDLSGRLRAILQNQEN
hIAP act: increases human intestinal alkaline phosphatase activity. hit rate 0.16% among 330,000. AID 2524. P09923. purified human IAP, CDP-Star luminescence, 30 min; stronger effect = higher value; 1 = vehicle-only enzyme, 0 = enzyme-free background. activation factor at 10 µM;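 active = activation factor of the enzyme at least 2-fold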; note: the source names both 10 and 20 µM as test concentration; values of inactives mirror those of a sister screen read the other way
Target sequence (P09923 whole entry, looked up): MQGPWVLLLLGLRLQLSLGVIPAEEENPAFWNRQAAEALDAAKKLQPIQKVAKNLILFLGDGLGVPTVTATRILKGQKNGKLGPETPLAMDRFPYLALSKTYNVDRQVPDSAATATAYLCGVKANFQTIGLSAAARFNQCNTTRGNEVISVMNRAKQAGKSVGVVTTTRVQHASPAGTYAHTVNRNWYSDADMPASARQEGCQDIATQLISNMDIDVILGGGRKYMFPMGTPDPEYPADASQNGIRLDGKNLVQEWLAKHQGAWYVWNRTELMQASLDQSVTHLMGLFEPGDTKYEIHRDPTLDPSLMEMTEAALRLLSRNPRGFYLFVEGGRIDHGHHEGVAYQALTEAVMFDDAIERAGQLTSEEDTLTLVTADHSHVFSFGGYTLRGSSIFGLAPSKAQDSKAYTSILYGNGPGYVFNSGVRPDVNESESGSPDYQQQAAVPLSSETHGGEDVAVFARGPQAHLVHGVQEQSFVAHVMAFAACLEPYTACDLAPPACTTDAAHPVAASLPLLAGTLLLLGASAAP
A3A deaminase: inhibitors of human APOBEC3A DNA deaminase; inhibition, % at 20 µM; P31941; recombinant A3A, FAM/TAMRA ssDNA deamination fluorescence; hit rate 0.41% among 330,000;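 active = at least 40% inhibition at 20 µM here, with at most 30% in a related deaminase screen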;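 note: plate controls were A3A with DMSO for no effect and wells lacking A3A enzyme for full effect; some results filed as inactive read as strong as hits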
Target sequence (P31941 whole entry, looked up): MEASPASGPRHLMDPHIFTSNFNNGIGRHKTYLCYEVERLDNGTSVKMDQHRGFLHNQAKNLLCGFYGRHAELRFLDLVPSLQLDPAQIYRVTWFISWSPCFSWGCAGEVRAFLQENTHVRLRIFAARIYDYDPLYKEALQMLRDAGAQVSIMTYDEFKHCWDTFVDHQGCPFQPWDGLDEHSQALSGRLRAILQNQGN
mIAP inh: mouse IAP inhibition; purified mouse IAP, CDP-Star luminescence, 30 min; inhibition, % at 10 µM; hit rate 0.2% among 330,000;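 active = inhibition of at least 40% at 10 µM in the primary screen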;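 note: plate controls were DMSO with enzyme for no effect and no enzyme wells for full effect; values of inactives mirror those of a sister screen read the other way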
mIAP act: increases mouse intestinal alkaline phosphatase activity; muIAP, CDP-Star luminescence, 30 min; stronger effect = higher value; 1 = vehicle-only enzyme signal, 0 = enzyme-free wells; activation factor at 10 µM; hit rate 0.24% among 330,000;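 active = activation factor of at least 2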; note: the source names both 10 and 20 µM as test concentration; values of inactives mirror those of a sister screen read the other way
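Assay system: mouse IAP enzyme / Compound: DMSO-dissolved test compounds / Timing: 30 min, room temperature / Measured by: luminescence from enzymatic CDP-Star hydrolysis / Control set: DMSO-only wells, enzyme-free buffer wells as negative control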
MPTP inh: blocks calcium-induced mitochondrial swelling; isolated mouse mitochondria, Ca2+ swelling absorbance, 30 min; inhibition, % at 10 µM; hit rate 1.4% among 360,000; AID 602449;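 active = inhibition of 50% or more, scaled per plate between neutral and stimulator controls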;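 note: 0% = DMSO wells given calcium and 100% = 1 mM EGTA wells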
hIAP block: human IAP inhibition | inhibition, % at 10 µM | purified IAP, CDP-Star luminescence, 30 min | P09923 | AID 2544 | hit rate 0.12% among 330,000;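 active = inhibition reaching a set limit with compound at 10 µM in the primary screen, cut at about 35% in these data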;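 note: plate controls were DMSO wells with enzyme for no effect and no-enzyme buffer wells for full effect; values of inactives mirror those of a sister screen read the other way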
ATG4B inhibitor: blocks human ATG4B protease cleavage of LC3 substrate; Q9Y4P1; ATG4B cleavage of LC3-PLA2, NBD-HPC fluorescence, 1 h; inhibition, % at 8.33 µM; hit rate 0.51% among 340,000; in the data active = inhibition above about 40%
MIN6 prolif: inducers of beta-cell replication in MIN6 cells. MIN6 cells proliferation, ATPlite luminescence, 48 h; cells starved in 0.2% serum; 100% = growth in 10% serum. proliferation, % at 10 µM. hit rate 0.29% among 330,000. AID 2380;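 active = compounds whose signal lies at least 3.5 SD above the mean of all wells on their plate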;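 note: 0% = DMSO-treated cells in low-serum medium and 100% = 10% serum control; some compounds called inactive have numbers as strong as hits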
An asterisk follows results filed as active; x = not tested or not shown.

SMILES	APOBEC3G inh	hIAP act	A3A deaminase	mIAP inh	mIAP act	MPTP inh	hIAP block	ATG4B inhibitor	MIN6 prolif
Cc1cc2[nH]c(=O)c(=O)[nH]c2cc1S(=O)(=O)Nc1ccccc1F	-1	0.95	0	15	0.85	3.0	5	-1	-1
O=C(CCN1CCCC1=O)NC1CCCc2c1cnn2-c1ccccc1F (stereo not given)	8	0.93	0	2	0.98	-1.2	7	-5	-2
N#Cc1ccccc1NC(=O)CN1CCN(c2ccccn2)CC1	-9	0.98	-3	8	0.92	-1.3	2	0	-2
COc1ccccc1N(C1=NCCCS1)S(=O)(=O)c1ccc(C(C)(C)C)cc1	3	0.9	3	8	0.92	1.4	10	4	-5
Cc1cccc(Cn2c(Cc3ccccc3)nc3ccccc32)c1	-3	1.2	2	-9	1.1	-0.8	-23	28	2
CN(c1ccccc1C(=O)Nc1ccc(S(=O)(=O)N2CCOCC2)cc1)S(=O)(=O)c1ccccc1	4	0.95	1	8	0.92	-0.9	5	-8	-2
CCOC(=O)c1cc(CC)sc1NC(=O)CN1C(=O)C(=O)N(CC(C)C)C1=O	-6	1	-1	4	0.96	1.6	0	5	-1
CN(CC(=O)Nc1cccc(F)c1)CC(=O)Nc1cccc(S(=O)(=O)N2CCCCCC2)c1	-5	1.1	2	-35	1.4	17	-12	-18	-3
CCOc1cccc(C(=O)N(Cc2ccc(F)cc2)C2CCS(=O)(=O)C2)c1 (stereo not given)	-1	0.95	2	1	0.99	0.6	5	-3	-2
Cc1ccc2ccc(C(Nc3cccc(C(F)(F)F)c3)c3cccnc3)c(O)c2n1 (stereo not given)	-6	1.1	-1	-19	1.2	2.2	-11	-3	1
COc1ccccc1C(=O)N/N=C/C(C)=C/c1ccccc1	4	1.1	-5	-6	1.1	1.4	-11	-9	-1
COc1ccc(/C=C/C(=O)c2ccc(OC)cc2O)cc1	-6	0.99	-2	-1	1	1.5	0	-5	-4
Cc1cccc(NC(=O)COC(=O)CSc2ccccc2)c1C	-9	0.99	0	1	0.99	-0.1	1	-3	-2
CC(=O)NS(=O)(=O)c1ccc(NC(=O)c2cccc3ccccc23)cc1	-4	1.1	-2	-13	1.1	2.1	-8	10	-3
Cc1cccc(NC(=S)NC2CCCC2)c1	2	1.1	-1	-14	1.1	-0.5	-5	9	0
C=CCn1c(SCC(=O)N2CC(=O)Nc3ccccc32)nc2scc(-c3ccccc3)c2c1=O	1	0.94	2	-26	1.3	-0.4	6	0	0
O=Cc1c(Nc2ccccc2Cl)nc2ccccn2c1=O	-8	1.1	-2	5	0.95	0.0	-6	-1	-2
CCOC(=O)C(NC(=O)NCc1ccc(OC)cc1)(OCC)C(F)(F)F (stereo not given)	-3	0.97	-1	8	0.92	0.9	3	-7	1
CC(CN1CCCC1)OC(=O)COc1ccccc1 (stereo not given)	0	0.88	22	0	1	-0.7	12	-9	-2
CCCCC(=O)Nc1ccc(C(=O)NNC(=S)NC(=O)c2cccs2)cc1	3	1.7	-1	24	0.77	-0.6	-75	-7	-4
CC(C)CC(=O)Nc1ccc(-c2cn3ccsc3n2)cc1	-2	1.2	-6	2	0.98	2.6	-16	-1	-4
O=C(CSc1nc2ccccc2n1CC(=O)N1CCOCC1)N1CCCC1	-2	0.98	-2	-11	1.1	-0.1	2	2	-2
Cc1c(C(=O)Nc2ccccc2)sc2nc[nH]c(=O)c12	1	0.98	3	1	0.99	0.3	2	-9	-4
CC(C)[C@H](NC(=O)c1ccccc1)C(=O)OCC(=O)NCCc1ccc(F)cc1	1	1.5	-2	0	1	1.5	-46	-3	0
COc1cc(/C=N/N2CCOCC2)ccc1OCc1ccccc1	2	1.2	-1	-3	1	-3.2	-17	10	-4

12 entries from above, as a markdown table:
| smiles | APOBEC3G inh | hIAP act | A3A deaminase | mIAP inh | mIAP act | MPTP inh | hIAP block | ATG4B inhibitor | MIN6 prolif |
| --- | --- | --- | --- | --- | --- | --- | --- | --- | --- |
| Cc1cc2[nH]c(=O)c(=O)[nH]c2cc1S(=O)(=O)Nc1ccccc1F | -1 | 0.95 | 0 | 15 | 0.85 | 3.0 | 5 | -1 | -1 |
| O=C(CCN1CCCC1=O)NC1CCCc2c1cnn2-c1ccccc1F (stereo not given) | 8 | 0.93 | 0 | 2 | 0.98 | -1.2 | 7 | -5 | -2 |
| N#Cc1ccccc1NC(=O)CN1CCN(c2ccccn2)CC1 | -9 | 0.98 | -3 | 8 | 0.92 | -1.3 | 2 | 0 | -2 |
| COc1ccccc1N(C1=NCCCS1)S(=O)(=O)c1ccc(C(C)(C)C)cc1 | 3 | 0.9 | 3 | 8 | 0.92 | 1.4 | 10 | 4 | -5 |
| Cc1cccc(Cn2c(Cc3ccccc3)nc3ccccc32)c1 | -3 | 1.2 | 2 | -9 | 1.1 | -0.8 | -23 | 28 | 2 |
| CN(c1ccccc1C(=O)Nc1ccc(S(=O)(=O)N2CCOCC2)cc1)S(=O)(=O)c1ccccc1 | 4 | 0.95 | 1 | 8 | 0.92 | -0.9 | 5 | -8 | -2 |
| CCOC(=O)c1cc(CC)sc1NC(=O)CN1C(=O)C(=O)N(CC(C)C)C1=O | -6 | 1 | -1 | 4 | 0.96 | 1.6 | 0 | 5 | -1 |
| CN(CC(=O)Nc1cccc(F)c1)CC(=O)Nc1cccc(S(=O)(=O)N2CCCCCC2)c1 | -5 | 1.1 | 2 | -35 | 1.4 | 17 | -12 | -18 | -3 |
| CCOc1cccc(C(=O)N(Cc2ccc(F)cc2)C2CCS(=O)(=O)C2)c1 (stereo not given) | -1 | 0.95 | 2 | 1 | 0.99 | 0.6 | 5 | -3 | -2 |
| Cc1ccc2ccc(C(Nc3cccc(C(F)(F)F)c3)c3cccnc3)c(O)c2n1 (stereo not given) | -6 | 1.1 | -1 | -19 | 1.2 | 2.2 | -11 | -3 | 1 |
| COc1ccccc1C(=O)N/N=C/C(C)=C/c1ccccc1 | 4 | 1.1 | -5 | -6 | 1.1 | 1.4 | -11 | -9 | -1 |
| COc1ccc(/C=C/C(=O)c2ccc(OC)cc2O)cc1 | -6 | 0.99 | -2 | -1 | 1 | 1.5 | 0 | -5 | -4 |

More structures:
SMILES	APOBEC3G inh	hIAP act	A3A deaminase	mIAP inh	mIAP act	MPTP inh	hIAP block	ATG4B inhibitor	MIN6 prolif
O=C(NCC1CCCO1)c1cccc(F)c1 (stereo not given)	-3	1.1	-1	-3	1	-1.1	-6	0	-2
COc1ccc(N2C(=O)Cc3c2nc(N)c(C#N)c3N)cc1	-5	1	1	-3	1	1.4	-5	-1	-2
COCCN(Cc1nnc(-c2cccs2)o1)C(=O)c1cccc(S(=O)(=O)N2CCOCC2)c1	-1	0.87	1	-6	1.1	0.0	13	-7	-1
O=C1C(=O)N(CCCN2CCOCC2)C(c2ccc(Cl)cc2)/C1=C(/O)c1ccc(F)cc1 (stereo not given)	-2	1.2	-3	-5	1	0.0	-18	-2	-1
O=[N+]([O-])c1cccnc1N1CCN(Cc2ccc3c(c2)OCO3)CC1	0	1.1	5	4	0.96	0.6	-6	11	-2
C/C(Cc1ccccc1)=N\NC(=O)c1ccccn1	-3	1.7	-5	6	0.94	0.0	-68	-3	-4
CC1(N2CCOCC2)C(=O)c2ccccc2C1=O	0	1.1	1	-7	1.1	0.9	-10	-7	-5
Cc1ccc(NC(=O)C[n+]2ccn(C3=C([O-])c4ccccc4C3=O)c2)cc1	-8	1	-3	8	0.92	3.3	-1	-4	-1
Brc1cccc(CNCc2ccncc2)c1	-5	0.93	-7	-3	1	-1.1	7	3	-2
Cc1ccc(C2CCN(C(=S)NC(C)C)C2)cc1 (stereo not given)	-4	1.1	2	-5	1.1	2.7	-6	14	1
N#Cc1c(SCC(N)=O)nc2c(c1-c1ccc(O)cc1)CCCC2	-4	1.1	0	-6	1.1	2.0	-9	-13	-1
O=C(COc1cccc(Br)c1)N/N=C1\CCCc2ccccc21	-1	0.98	11	7	0.93	0.8	2	-4	-2
O=C(O)CN1C(=O)SC(Nc2ccccc2C(=O)O)C1=O (stereo not given)	2	1.2	2	2	0.98	6.4	-16	-17	-4
O=S(=O)(N/N=C\c1cn(-c2ccccc2)nc1-c1ccccc1)c1ccccc1	0	0.88	-2	4	0.96	6.2	12	-18	-1
Cc1cc(CC(=O)O)c2oc(-c3ccoc3)cc(=O)c2c1	51	1.3	84	10	0.9	x	-27	1	-3
CC(NC(=O)OCc1ccccc1)C(=O)OCN1C(=O)c2ccccc2C1=O (stereo not given)	-5	1	-4	5	0.95	-0.8	-3	-2	0
COc1ccc(S(=O)(=O)N2CCNCC2)cc1	-5	1.2	-5	-2	1	3.4	-16	4	0
COCCCn1c(=O)c2sccc2n2c(CCCC(=O)NCC3CCCO3)nnc12 (stereo not given)	-5	1.1	-4	4	0.96	-1.3	-12	-2	0
CCOC(=O)c1[nH]c(C)c(/C=N/O)c1C	5	1.1	2	-4	1	-0.8	-7	4	2
Cc1ccccc1C1c2[nH]c3ccccc3c2C[C@H]2C(=O)N(C3CC3)CC(=O)N12 (stereo not given in full)	-6	1.1	-1	-4	1	-0.8	-6	-8	0
COc1ccc(CN2CCN(C(=O)CC(C)C)CC2)c2ccccc12	-1	0.98	2	-8	1.1	15	2	-7	0
O=C(OCc1ccccc1F)c1cc([N+](=O)[O-])ccc1N1CCOCC1	-8	0.97	0	4	0.96	0.2	2	3	2
Cc1ccc(CNc2cnccn2)s1	-5	0.94	-6	9	0.91	-0.9	6	-2	-3
COc1ccc(-c2[nH]ncc2/C=C(\C#N)C(=O)NC2CC2)cc1	1	0.8	4	-9	1.1	-0.8	20	-3	-2
COc1ccc(Cn2nnnc2C(c2cccs2)N2CCSCC2)cc1 (stereo not given)	-4	0.66	-1	8	0.92	0.2	34	-3	-2

More structures follow:
SMILES	APOBEC3G inh	hIAP act	A3A deaminase	mIAP inh	mIAP act	MPTP inh	hIAP block	ATG4B inhibitor	MIN6 prolif
Cc1ccc(OC(C)C(=O)N(C)c2ccccc2)c([N+](=O)[O-])n1 (stereo not given)	1	0.92	0	5	0.95	0.6	8	2	-1
Cc1ccc(C2CC2/C(=N/O)c2ccc(F)cc2)cc1 (stereo not given)	-6	0.94	0	4	0.96	1.6	6	3	0
CSC1=N/C(=C\c2cccnc2)C(=O)N1c1ccccc1	2	0.81	2	20	0.8	0.2	19	1	0
CN1C(=O)N(C)C(NC(=O)Nc2ccccc2)C1NC(=O)Nc1ccccc1 (stereo not given)	0	0.9	-7	-18	1.2	-2.3	10	3	1
CCc1ccc(N2CC(C(=O)Nc3ccc(S(=O)(=O)N4CCOCC4)cc3)CC2=O)cc1 (stereo not given)	-6	1.1	3	-1	1	0.3	-9	-13	-6
Cc1ccc(S(=O)(=O)CCC(=O)Nc2nc(-c3cccnc3)cs2)cc1	-4	0.87	15	4	0.96	0.1	13	0	4
CCOc1ccccc1C1NC(=O)NC(C)=C1C(=O)OCc1ccco1 (stereo not given)	0	1	3	-2	1	0.0	0	5	0
CC1(C)CC(NC(=O)C2CCC(=O)N(Cc3ccccc3F)C2)CC(C)(C)C1 (stereo not given)	-6	1.3	-3	-13	1.1	-1.1	-29	-7	-3
C#CCOC(=O)c1cc(Cl)c(=O)n(Cc2ccc(Cl)cc2Cl)c1	4	0.79	2	-6	1.1	1.1	21	4	-2
CCOC(=O)c1nnn(CC(=O)NC(=O)Nc2cccc(CC)c2)c1C(=O)OCC	-1	1.1	3	-5	1.1	7.0	-7	-10	0
Brc1c(CSc2nncn2-c2ccccc2)nc2sccn12	-5	0.89	1	7	0.93	-0.9	12	-2	1
CCCC(=O)Nc1ccc(C(=O)NNC(=S)NC(=O)c2cccs2)cc1	-5	1.7	-2	28	0.72	-0.2	-74	-11	-2

High-throughput results: PubChem BioAssay, Sanford-Burnham Center for Chemical Genomics
